Assay outcomes deposited in PubChem by several laboratories.
RSV CPE inhibition = RSV antiviral activity via CPE protection, HEp-2 cells, primary 10 µM value included (AID 2391); HEp-2 cells, RSV-induced CPE inhibition; higher % means a stronger effect; CPE inhibition, % at 10 µM, or IC50 in µM where a hit was titrated; actives 0.13% (n = 310,000); in the data active = a potency from the dose series; also: strong numbers were not always called active
AID2073 = inhibitors of Mint1-CaV2.2 protein interaction, biochemical, HTRF (AID 2073). Voltage-dependent N-type calcium channel subunit alpha-1B (Homo sapiens). inhibition, % at 20 µM; hits with a dose series show IC50 in µM. actives 0.19% (n = 290,000). HTRF protein-protein interaction, Mint1-CaV2.2; higher % means a stronger effect; in the data active = inhibition mostly above about 51%, no sharp cut-off; also: some results filed as inactive read as strong as hits
HIV peptide binding = inhibitors of HIV fusion peptide binding, primary screen, biochemical, uHTS, fluorescence dequenching (AID 1986) | cell-free peptide binding, fluorescence dequenching, 30 min; higher % means a stronger effect | actives 0.3% (n = 290,000) | inhibition, % at 20 µM, or IC50 in µM where a hit was titrated; in the data active = inhibition mostly above about 52%, no sharp cut-off; inactive = mostly below about 76%; also: some results filed as inactive read as strong as hits
XIAP displacement = XIAP antagonists, biochemical, IAP family, fluorescence polarization (AID 1018); E3 ubiquitin-protein ligase XIAP (Homo sapiens); XIAP BIR domain, fluorescence polarization peptide displacement; higher % means a stronger effect; actives 0.007% (n = 200,000); displacement, % at 20 µM; hits with a dose series show IC50 in µM; in the data active = displacement above about 50%; also: a part of the inactive calls stands beside numbers as strong as those of hits
NS5 inhibitors = Dengue-2 NS5 methyltransferase inhibitors, primary screen, biochemical, confirmation dose response (AID 588689); Dengue-2 NS5 methyltransferase capping enzyme assay, biochemical; higher % means a stronger effect; actives 0.3% (n = 340,000); inhibition, % at 25 µM, or IC50 in µM where a hit was titrated; Genome polyprotein (Dengue virus type 2 (strain 16681-PDK53)); in the data active = a potency from the dose series
Siah-1 displacement = Siah-1 peptide-binding antagonists, primary screen, biochemical, fluorescence polarization, rhodamine-plectin, uHTS (AID 1817); E3 ubiquitin-protein ligase SIAH1 (Homo sapiens); Siah-1 / rhodamine-plectin peptide fluorescence polarization; higher % means a stronger effect; displacement, % at 20 µM, or IC50 in µM where a hit was titrated; actives 0.02% (n = 290,000);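 active = displacement of at least 50% at 20 µM, with a fluorescence ratio check between 0.3 and a set limit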;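 also: plate controls were Siah plus tracer with DMSO for no effect and tracer alone without Siah for full effect; strong numbers were not always called active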
Large T inhibition = SV40 large T antigen inhibitors, biochemical (AID 1903). SV40 large T antigen ATPase/helicase inhibition assay; higher % means a stronger effect. one-dose inhibition, % at 20 µM; IC50 in µM for titrated hits. actives 0.39% (n = 310,000); in the data active = a potency from the dose series; also: strong numbers were not always called active
Rac1 GTP hydrolysis = MgcRacGAP GTPase-activating activity inhibitors, confirmation, biochemical, ADP Hunter fluorescence | Rac GTPase-activating protein 1 (Homo sapiens) | MgcRacGAP-stimulated Rac1 GTP hydrolysis, ADP Hunter fluorescence; higher % means a stronger effect; GST-tagged Rac1 F28L mutant substrate | inhibition, % at 30 µM, or IC50 in µM where a hit was titrated | actives 0.6% (n = 340,000);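 active = first-screen hits whose inhibition reached a set limit at any dose in the follow-up dose series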;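 also: fluorescence reports GDP produced by GAP-driven GTP hydrolysis; strong numbers were not always called active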
LYP inhibition = inhibitors of LYP phosphatase, biochemical, fluorescence intensity, uHTS (AID 1779); Tyrosine-protein phosphatase non-receptor type 22 (Homo sapiens); recombinant LYP phosphatase, fluorescence intensity; higher % means a stronger effect; actives 0.054% (n = 290,000); inhibition, % at 11.5 µM, or IC50 in µM where a hit was titrated; in the data active = inhibition above about 50%;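 also: plate controls were vehicle with enzyme for no effect and no enzyme for full effect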
NS5 inhibitors pilot replicate = also measured in NS5 inhibitors; calls as there; inhibition, %; measured here: pilot screen replicate inhibition
* marks the source's active call; other numbers are inactive results; x = not tested or not shown.

SMILES	RSV CPE inhibition	AID2073	HIV peptide binding	XIAP displacement	NS5 inhibitors	Siah-1 displacement	Large T inhibition	Rac1 GTP hydrolysis	LYP inhibition	others
NC(=O)[C@@H]1CCCN1Cc1nc(Cc2cccc(C(F)(F)F)c2)no1	-0.1%	5%	-0.7%	-3.2%	-3%	4%	10%	2%	-5%
Cc1ccc(NCN2C(=O)C3CC=C(Cl)CC3C2=O)cc1 (stereo not drawn)	0.7%	-1%	1.1%	-2.7%	-8%	3%	14%	18%	3%
CN(C)CCNc1ncnc2c1cnn2-c1ccc(Cl)cc1	-2.2%	0%	1.5%	-1.2%	-1%	2%	6%	11%	-12%
CC(c1ccccc1)n1cc(C(=O)NCc2ccccn2)nn1 (stereo not drawn)	0.2%	39%	-0.6%	-1.3%	-6%	-4%	12%	3%	-13%
CCc1nnc2c(NCCc3ccc(OC)c(OC)c3)nc3ccccc3n12	x	12%	-0.1%	x	-9%	10%	x	13%	-6%
CCC(C)NC(=O)c1ccccc1NC(=O)c1ccc(CSc2ccc(C)cc2)cc1 (stereo not drawn)	0.2%	7%	2.4%	-1.9%	5%	15%	-2%	9%	12%
CNC(=O)c1cccc2nc3ccccc3nc12	1.6%	-3%	0.2%	x	x	10%	9%	x	-4%
COc1ccc(CN2CC(=O)N(c3ccc(C)c(C)c3)C2=S)cc1OC	13%	3%	-0.2%	-2.0%	1%	6%	2%	-2%	1%
CCOC(=O)N1CCN(CC(=O)c2c(C)[nH]c3ccccc23)CC1	1.9%	-1%	-0.9%	-3.6%	-2%	1%	2%	0%	-4%
CCOC(=O)C(=NCCOC)NNc1cc(Cl)ccc1Cl	0.4%	-9%	-2.4%	-9.1%	-14%	-2%	13%	5%	-1%
OCCN=C(c1ccccc1)C12CN3CN(CN(C3)C1)C2	4.3%	-5%	-2.5%	-11%	1%	6%	1%	2%	-2%
Cc1cccc(NCc2nc(SCC(=O)Nc3ccccc3)n[nH]2)c1	0.9%	-4%	1.4%	x	x	1%	7%	6%	-3%
CN(CC(=O)Nc1ccc(F)cc1)C(=O)CSc1nc2ncc(Cl)cc2[nH]1	0.1%	-4%	3.7%	-9.1%	-2%	13%	11%	-10%	-4%
Cc1cc(C)nc(/N=C2/NC(=O)CS2)n1	2.3%	-28%	3.0%	-3.0%	-3%	-2%	3%	21%	-9%
Cc1ccc(S(=O)(=O)C2(C(=O)N3CCN(c4cc(C)ccc4C)CC3)CC2)cc1	3.9%	-2%	1.9%	-4.5%	-10%	5%	6%	13%	0%
Cc1ccccc1Nc1nnc(SCC(=O)Nc2ncc(C(F)(F)F)cc2Cl)s1	4.6%	-1%	2.3%	-3.3%	-1%	0%	14%	6%	-2%
CCN(CC(=O)Nc1c(F)cccc1F)C(=O)c1ccc(-c2ccccc2)cc1	7.1%	x	x	x	-8%	x	12%	5%	x
Cc1cc(C(=O)N/N=C/c2c[nH]c3ccccc23)c(C)o1	2.6%	-5%	0.4%	-1.4%	-7%	3%	34%	15%	4%
O=C1NC2(CCCCCC2)Oc2ccccc21	2.5%	-3%	0.0%	-3.9%	5%	0%	7%	0%	-6%
O=S1(=O)CCN2C(Cc3ccc(SC(F)F)cc3)=CSC2=N1	3.6%	-4%	-1.3%	1.2%	1%	6%	7%	17%	-4%
Cc1ccc2sc(NC(=O)CSc3nc(C)cc(C)c3C#N)nc2c1	1.2%	1%	0.3%	-3.8%	-5%	-3%	5%	4%	10%
CC(C)(C)CC(=O)Nc1nn[nH]n1	3.0%	3%	-1.3%	-2.5%	-4%	4%	7%	5%	-7%
CCn1c(SCC(=O)Nc2ccccc2C(=O)OC)nc2c1c(=O)n(C)c(=O)n2C	x	-2%	0.0%	-6.6%	x	-2%	x	x	-11%
O=C(Cc1cccs1)Nc1cccc([N+](=O)[O-])c1	1.1%	16%	1.2%	-2.9%	-6%	3%	4%	11%	-7%
CCCC[n+]1ccc(-c2nc3ccc([N+](=O)[O-])cc3[nH]2)cc1	-0.8%	1%	-0.6%	-1.0%	4%	9%	-1%	14%	-4%
CC/C(O)=C1\C(=O)CC(C)(C)CC1=NCCc1nc2ccccc2[nH]1	3.5%	-1%	-0.9%	0.7%	1%	-1%	4%	-1%	-5%
CC(=O)c1c(C)[nH]c(C(=O)COC(=O)CNS(=O)(=O)c2ccccc2)c1C	5.2%	-5%	-1.9%	-0.6%	-7%	5%	-3%	7%	-8%
O=C(Nc1cnn(Cc2ccc(Cl)cc2)c1)c1ccc([N+](=O)[O-])cc1	20%	-3%	-4.4%	-4.8%	2%	1%	3%	2%	-2%
CSC1=C(C#N)C(C)C2=C(CC(C)(C)CC2=O)N1 (stereo not drawn)	5.1%	6%	0.6%	-6.6%	x	1%	6%	8%	-7%
Cc1ccc(CNC(=O)CCc2ccc(S(=O)(=O)NC3CCCCC3)cc2)cc1	2.8%	-7%	-2.7%	-6.8%	-4%	-8%	0%	1%	-2%
O=C(O)c1ccc(S(=O)(=O)c2ccc3c(c2)C(=O)N(NC(=O)c2ccncc2)C3=O)cc1	-0.4%	1%	2.3%	x	-2%	3%	19%	11%	-6%
Cn1ccnc1C1CCCCN1Cc1nc(-c2ccc3c(c2)OCO3)no1 (stereo not drawn)	1.4%	2%	0.4%	-4.8%	-1%	0%	3%	4%	-9%
COc1cccc(N(C(=O)CNC(=O)c2ccco2)C(C(=O)NC2CCCC2)c2ccncc2)c1 (stereo not drawn)	0.3%	-4%	1.0%	-10%	1%	-3%	8%	4%	2%
CCOC(=O)CC(=O)CSc1nnc2sc3ccccc3n12	1.9%	-5%	3.6%	-2.1%	-4%	-1%	24%	4%	-2%
CCCn1c(SCC(=O)NCc2ccc(Cl)cc2)n[nH]c1=O	0.5%	2%	0.0%	-8.3%	3%	1%	8%	9%	-9%
CCSc1nc2sc3c(c2c(=O)n1CC)CC(C)(C)OC3	0.2%	18%	1.0%	-2.9%	-6%	1%	2%	11%	-5%

13 compounds out of the list, sorted by formula weight, ascending.
SMILES	RSV CPE inhibition	AID2073	HIV peptide binding	XIAP displacement	NS5 inhibitors	Siah-1 displacement	Large T inhibition	Rac1 GTP hydrolysis	LYP inhibition	others
O=C1NC2(CCCCCC2)Oc2ccccc21	2.5%	-3%	0.0%	-3.9%	5%	0%	7%	0%	-6%
CNC(=O)c1cccc2nc3ccccc3nc12	1.6%	-3%	0.2%	x	x	10%	9%	x	-4%
CC(c1ccccc1)n1cc(C(=O)NCc2ccccn2)nn1 (stereo not drawn)	0.2%	39%	-0.6%	-1.3%	-6%	-4%	12%	3%	-13%
CCSc1nc2sc3c(c2c(=O)n1CC)CC(C)(C)OC3	0.2%	18%	1.0%	-2.9%	-6%	1%	2%	11%	-5%
CCOC(=O)N1CCN(CC(=O)c2c(C)[nH]c3ccccc23)CC1	1.9%	-1%	-0.9%	-3.6%	-2%	1%	2%	0%	-4%
CCOC(=O)C(=NCCOC)NNc1cc(Cl)ccc1Cl	0.4%	-9%	-2.4%	-9.1%	-14%	-2%	13%	5%	-1%
CC/C(O)=C1\C(=O)CC(C)(C)CC1=NCCc1nc2ccccc2[nH]1	3.5%	-1%	-0.9%	0.7%	1%	-1%	4%	-1%	-5%
Cc1cccc(NCc2nc(SCC(=O)Nc3ccccc3)n[nH]2)c1	0.9%	-4%	1.4%	x	x	1%	7%	6%	-3%
O=C(Nc1cnn(Cc2ccc(Cl)cc2)c1)c1ccc([N+](=O)[O-])cc1	20%	-3%	-4.4%	-4.8%	2%	1%	3%	2%	-2%
CCc1nnc2c(NCCc3ccc(OC)c(OC)c3)nc3ccccc3n12	x	12%	-0.1%	x	-9%	10%	x	13%	-6%
CCn1c(SCC(=O)Nc2ccccc2C(=O)OC)nc2c1c(=O)n(C)c(=O)n2C	x	-2%	0.0%	-6.6%	x	-2%	x	x	-11%
O=C(O)c1ccc(S(=O)(=O)c2ccc3c(c2)C(=O)N(NC(=O)c2ccncc2)C3=O)cc1	-0.4%	1%	2.3%	x	-2%	3%	19%	11%	-6%
Cc1ccccc1Nc1nnc(SCC(=O)Nc2ncc(C(F)(F)F)cc2Cl)s1	4.6%	-1%	2.3%	-3.3%	-1%	0%	14%	6%	-2%

Other compounds
SMILES	RSV CPE inhibition	AID2073	HIV peptide binding	XIAP displacement	NS5 inhibitors	Siah-1 displacement	Large T inhibition	Rac1 GTP hydrolysis	LYP inhibition	others
CCOCC(=O)Nc1ccc2c(c1)OCCO2	0.6%	13%	11%	-0.2%	-3%	-2%	0%	4%	0%
O=C(Nc1nccs1)C(=O)c1c[nH]c2ccccc12	3.0%	6%	0.5%	-6.9%	1%	-5%	-2%	14%	0%
COc1ccc(NS(=O)(=O)c2cccc3nsnc23)cc1OC	5.0%	-1%	2.8%	-7.0%	-6%	-1%	11%	3%	-10%
C=CCNC(=O)c1ccccc1Cl	0.3%	-3%	-0.4%	-1.5%	-2%	-2%	-9%	5%	-3%
CN(CC(=O)Nc1ccc(F)cc1)C(=O)COc1ccc([N+](=O)[O-])cc1Cl	-0.7%	-2%	-3.0%	-2.4%	-13%	-1%	0%	-6%	-5%
O=C(Nc1cccc(Cl)c1)OCc1cn(-c2ccc(Cl)cc2)nn1	4.3%	2%	-0.7%	-6.0%	1%	0%	-2%	4%	-14%	NS5 inhibitors pilot replicate=-5.0
COC(=O)c1scc(S(=O)(=O)C(C)C)c1N/N=C(\C#N)C(=O)c1ccc(Cl)cc1	x	2%	11%	x	5%	1%	20%	15%	0%
CN(C)c1ccnc2sc3c(=O)n(Cc4ccccc4)cnc3c12	0.1%	3%	0.8%	-5.0%	-3%	3%	7%	-1%	-12%
CSc1nncc(-c2ccc(F)cc2)n1	6.7%	8%	-1.1%	-7.8%	-1%	-2%	7%	13%	-10%
O=C(C1CCN(S(=O)(=O)c2cccc3cccnc23)CC1)N1CCN(c2ccccn2)CC1	0.1%	-4%	-1.0%	-3.9%	-3%	-3%	0%	-1%	-5%
CSCC[C@H](NC(=O)OC(C)(C)C)C(=O)N1CCC(C(=O)N[C@@H](C)C(=O)NCc2ccc(F)cc2)CC1	2.7%	10%	1.3%	x	2%	4%	8%	-9%	-13%
C=CCn1c(COc2ccccc2F)nnc1SCC(=O)Nc1cc2oc3ccccc3c2cc1OC	6.2%	12%	-1.0%	-4.2%	-10%	7%	4%	6%	7%
CC(C)(C)c1ccc(OCC(O)CN2CCCC2)cc1 (stereo not drawn)	-0.9%	-2%	0.0%	x	-2%	-1%	4%	-2%	-7%
COc1cccc(OCc2nnc3n2N=C(c2ccccc2)C(CC(=O)O)S3)c1 (stereo not drawn)	2.1%	14%	4.2%	x	-2%	6%	6%	14%	-2%
CCC(C)N(C(=O)COC(=O)c1cc([N+](=O)[O-])ccc1N)C1CCS(=O)(=O)C1 (stereo not drawn)	2.6%	11%	-0.9%	x	3%	-6%	5%	7%	-10%

Pulled by compound from above (2):
SMILES	RSV CPE inhibition	AID2073	HIV peptide binding	XIAP displacement	NS5 inhibitors	Siah-1 displacement	Large T inhibition	Rac1 GTP hydrolysis	LYP inhibition	others
COc1ccc(NS(=O)(=O)c2cccc3nsnc23)cc1OC	5.0%	-1%	2.8%	-7.0%	-6%	-1%	11%	3%	-10%
CSc1nncc(-c2ccc(F)cc2)n1	6.7%	8%	-1.1%	-7.8%	-1%	-2%	7%	13%	-10%
